Tau FP inhib – qHTS for Inhibitors of Tau Fibril Formation, Fluorescence Polarization; 280,000 compounds, 0.39% hits; Microtubule-associated protein tau (Homo sapiens), P10636; K18 P301L tau heparin fibrillization, Alexa594 FP, 6 h; Potency, µM (series often up to 57.7 µM), for inactives: at the top dose activity, negative = inhibition, most hits filed as inhibitors; also: % is scaled to controls: 0 for no effect and ±100 for the full control effect; nearly all actives have a fitted effect of over 55% in size
Target sequence (P10636 561-689 P618L limits assumed): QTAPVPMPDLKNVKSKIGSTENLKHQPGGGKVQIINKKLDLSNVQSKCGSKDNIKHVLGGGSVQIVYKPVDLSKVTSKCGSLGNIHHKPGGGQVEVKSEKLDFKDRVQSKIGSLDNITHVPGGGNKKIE
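K18 P301L tau (15 uM unlabeled/0.24 uM Alexa 594-labeled, final) + compound + heparin 20 uM final; 100 mM NaOAc pH 7; 6 hr 37 C; ThT 30 uM final added, 1 hr RT; FP ex 555/em 632 nm.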
RECQ1 inh – qHTS Assay for Inhibitors of RecQ-Like Dna Helicase 1 (RECQ1). ATP-dependent DNA helicase Q1 (Homo sapiens), P46063. RECQ1 DNA unwinding, red fluorescence kinetic read. Potency, µM (top dose mostly 57.3 µM), for inactives: at the highest dose activity, negative = inhibition, actives largely listed as inhibitors. 240,000 compounds, 0.54% hits;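 also: plate controls were vehicle for no effect and no enzyme for full effect; nearly all actives have a fitted effect of over 30% in size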
Target sequence (P46063 whole entry, looked up): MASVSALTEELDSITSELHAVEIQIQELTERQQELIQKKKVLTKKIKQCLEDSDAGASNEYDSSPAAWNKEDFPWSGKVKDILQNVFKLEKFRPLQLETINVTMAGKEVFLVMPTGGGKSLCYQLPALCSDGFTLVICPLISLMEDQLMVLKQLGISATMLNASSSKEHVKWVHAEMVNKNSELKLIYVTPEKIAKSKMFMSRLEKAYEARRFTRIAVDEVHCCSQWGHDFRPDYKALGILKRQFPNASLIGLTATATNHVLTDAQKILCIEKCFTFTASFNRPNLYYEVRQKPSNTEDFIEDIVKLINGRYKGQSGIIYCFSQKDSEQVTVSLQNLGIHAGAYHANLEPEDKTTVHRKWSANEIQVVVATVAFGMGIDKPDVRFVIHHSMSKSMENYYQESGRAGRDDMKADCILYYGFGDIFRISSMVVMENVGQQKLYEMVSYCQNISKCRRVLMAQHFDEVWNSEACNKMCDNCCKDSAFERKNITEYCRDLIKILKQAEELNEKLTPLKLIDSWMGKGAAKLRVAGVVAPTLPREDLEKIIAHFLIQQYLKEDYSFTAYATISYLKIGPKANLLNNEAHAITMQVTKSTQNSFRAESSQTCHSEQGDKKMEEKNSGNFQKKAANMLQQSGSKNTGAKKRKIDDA
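RECQ1T1 50 nM; forked duplex (20 bp + 30-nt ss tails) 200 nM, ATP 2 mM final; pH 8.0, 2 mM MgCl2, 2.5 ug/ml poly(dI-dC); 15 min compound preincubation; discontinuous kinetic read over 2 h at RT.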
TexasRed fluor – Total Fluorescence Counterscreen for Inhibitors of the Interaction of Thyroid Hormone Receptor and Steroid Receptor Coregulator 2. TRb/SRC2 Texas Red total fluorescence interference. 280,000 compounds, 0.29% hits. Potency, µM (series often up to 106 µM), for inactives: at the highest dose fluorescence change, negative = quenching; active = well fitted curve in either direction with a large enough effect; inconclusive = small, poorly fitted or top-dose-only effect; also: % is scaled to controls: 0 for no effect and ±100 for the full control effect
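Human TRb ligand-binding domain at 0.6 uM with 20 nM Texas Red SRC2 peptide in Tris buffer containing 1 uM T3 and 5% DMSO, incubated with compound 5 h at ambient temperature. Total fluorescence (555/632 nm) calculated as parallel + 2 × perpendicular.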
Tau ThT inhib – qHTS for Inhibitors of Tau Fibril Formation, Thioflavin T Binding | Microtubule-associated protein tau (Homo sapiens), P10636 | recombinant tau K18 P301L, heparin-induced fibrillization, ThT fluorescence | 270,000 compounds, 2.1% hits | Potency, µM (highest dose often 57.4 µM), for the others: at the highest dose activity, negative = inhibition, hits mostly inhibitors; also: % is scaled to controls: 0 for no effect and ±100 for the full control effect; nearly all actives have a fitted effect of over 55% in size
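Heparin-induced (20 uM) aggregation of recombinant human K18 P301L tau, 15 uM unlabeled with 0.24 uM labeled, pH 7 acetate buffer, 6 hr at 37 C with compound. Fibrils quantified by 30 uM ThT fluorescence after 1 hr ambient incubation.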
HTT cytoprotect – qHTS Multiplex Assay to Identify Dual Action Probes in a Cell Model of Huntington: Cytoprotection (ATP) | 230,000 compounds, 0.14% hits | PC12 HTT-Q103 induced, cytoprotection, ATP luminescence, 40 h | Potency, µM (series often up to 56.4 µM), for the others: cytoprotection (ATP increase), hits mostly activators;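 also: % of control where 0% means no effect; nearly all actives have a fitted effect of over 45% in size; toxic huntingtin expression switched on by the ecdysone agonist tebufenozide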
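Huntington model: PC12 line, ecdysone-inducible HTTQ103 exon1–GFP, tebufenozide 100 nM. Test articles in a dose series. Endpoint luminescence from cellular ATP.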
TRb SRC2 PPI – qHTS for Inhibitors of the Interaction of Thyroid Hormone Receptor and Steroid Receptor Coregulator 2; 280,000 compounds, 0.065% hits; TRbeta-SRC2 peptide binding, fluorescence polarization; receptor liganded with 1 µM T3; Potency, µM (titrated, usually from 106 µM), inactives show top-dose activity change, negative = inhibition, actives largely listed as inhibitors;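 also: plate controls were bound peptide for no effect and peptide without receptor for full effect; nearly all actives have a fitted effect of over 50% in size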
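Fluorescence polarization of 20 nM Texas Red SRC2 peptide with 0.6 uM human TRb ligand-binding domain, in Tris buffer with 1uM T3 and 5% DMSO. Incubated 5 hr ambient; normalized to unbound and bound controls.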
L3MBTL1 inh – qHTS Assay for the Inhibitors of L3MBTL1; Lethal(3)malignant brain tumor-like protein 1 (Homo sapiens), Q9Y468; AlphaScreen L3MBTL1–H3K9me1 peptide binding; Potency, µM (series often up to 57.1 µM), for inactives: at the highest dose activity, negative = inhibition, actives largely listed as inhibitors; 230,000 compounds, 0.66% hits; AID 485360, 2010; also: % is scaled to controls: 0 for no effect and ±100 for the full control effect; nearly all actives have a fitted effect of over 60% in size
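AlphaScreen proximity signal between nickel-chelate acceptor and streptavidin donor beads (final 10 ug/mL) reports binding of 50 nM L3MBTL1 to 75 nM biotin-H3 K9me1 peptide; complex incubated with compounds 30 min at room temperature; cefsulodin titration as control.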
Tau fluor cs – Counterscreen qHTS for Inhibitors of Tau Fibril Formation, Fluorescence Polarization; tau K18 P301L Alexa594 fluorescence, heparin fibrillization; Potency, µM (top dose mostly 57.7 µM), without a hit: at the top dose activity change, negative = decrease; 280,000 compounds, 0.93% hits; AID 1463, 2008; also: % is scaled to controls: 0 for no effect and ±100 for the full control effect; nearly all actives have a fitted effect of over 55% in size
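Human tau K18 P301L (15 uM unlabeled, 0.24 uM Alexa 594-labeled) in 100 mM sodium acetate pH 7 with 20 uM heparin, 6 hr at 37 C. ThT 30 uM added, 1 hr ambient; Alexa 594 FP and total fluorescence read at 555/632 nm.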
An asterisk follows results filed as active; i = inactive; u = inconclusive; x = not tested or not shown; [ ] = another dose, or the depositor's remark. Unless noted, calls follow the shape of the dose curve; as a rule, active = well fitted curve in the direction sought with a large enough effect; inconclusive = small, poorly fitted or top-dose-only effect, or another doubt; inactive = no such curve, though single readings can be large; an effect the other way counts as inactive or inconclusive. Potency is read from the fitted curve at half-maximal effect.

entry | compound | TexasRed fluor | L3MBTL1 inh | RECQ1 inh | TRb SRC2 PPI | HTT cytoprotect | Tau ThT inhib | Tau fluor cs | Tau FP inhib
1 | O=C(NCc1ccco1)C(c1cccs1)N(C(=O)Cc1cccs1)c1ccccc1 (centres undefined) | -2% | -9% | -9% | 1% | -8%[10 µM] | -14% | -6% | 0%
2 | CN(C)C(=S)Nc1cccc(F)c1 | 2% | 3% | 10% | 1% | -9%[10 µM] | 2% | -3% | 4%
3 | CCOC(=O)c1oc2c(CN3CCN(C)CC3)c(O)ccc2c(=O)c1-c1ccc(Br)cc1 | u | -11% | -13% | 0% | -32%[10 µM] | 2% | -5% | -8%
4 | CCCCc1nn2c(=O)cc(COC(=O)c3ccccc3NC(=O)c3cccc(C)c3)nc2s1 | -1% | x | x | -3% | x | -6% | -1% | 13%
5 | CCC(=O)N1c2ccccc2CC1C(=O)NCCCN1CCN(c2cccc(Cl)c2)CC1 (centres undefined) | 1% | x | x | -2% | x | -2% | -6% | 5%
6 | Cc1ccc(N2C(=O)c3ccc(C(=O)O)cc3C2=O)c(C)c1 | 2% | 11% | 3% | 14% | x | -5% | -9% | 1%
7 | O=C(COC(=O)c1ccc(Oc2ccccc2)cc1)Nc1nnc(-c2ccccc2)o1 | -4% | x | i | 7% | 11% | u | -15% | 1%
8 | Cc1cc2c(cc3c(=O)n(CC(=O)NCc4ccccc4Br)ncn32)s1 | 7% | x | x | 3% | x | 2% | 2% | -9%
9 | Cc1ccc(NC(=O)CCn2c(=S)oc3ccccc32)cc1 | -2% | x | -4% | 5% | -28% | -6% | -9% | -3%
10 | O=S(=O)(c1ccc(-c2cc(C(F)(F)F)on2)s1)N1CCN(c2ccccc2F)CC1 | -1% | x | x | -2% | x | 18% | 3% | 0%
11 | CC(C)NC(=O)Cn1cc(C(=O)C2CC2)c2ccccc21 | -2% | 4% | -3% | -1% | 0%[10 µM] | -2% | -8% | 0%
12 | O=C(CSc1nnc(SCc2ccc(F)cc2)s1)Nc1ccc(C(=O)O)cc1 | -4% | x | i | -6% | 3%[10 µM] | -6% | -12% | -2%
13 | CC(C)CN1CCC(CNC(=O)CCc2nnc(Cc3c[nH]c4ccccc34)o2)CC1 | -5% | 4% | i | -2% | u | -1% | 3%[2.34 µM] | 9%
14 | O=C(Nc1ccc2nc(SCCOc3ccccc3)sc2c1)c1cccs1 | 5% | x | x | 2% | x | 2% | u | u
15 | CCCCC(CC)C(=O)Nc1cc([N+](=O)[O-])ccc1F (centres undefined) | -4% | -5% | -8% | -6% | 9% | 2% | -4% | 14%
16 | Cc1ccc2c(c1)C(=O)OC(C(=O)Nc1ccccc1C(=O)O)C2 (centres undefined) | 2% | x | x | 9% | x | u | -6% | -4%
17 | O=c1[nH]n(-c2ccccc2)c(=O)c2ccccc12 | -2% | 12% | -6% | 7% | 4% | 3% | 1% | 12%
18 | O=[N+]([O-])c1cccc(-c2cn3nc(-c4ccccc4)c(-c4ccccc4)nc3n2)c1 | -4% | 10% | 1% | 0% | -1%[10 µM] | 12% | -24% | 8%
19 | COc1cccc(C(=O)Nc2nnc(Cc3ccc(OC)c(OC)c3)s2)c1 | -4% | x | -1% | 5% | 34%[10 µM] | x | -12% | 13%
20 | CN(Cc1nc(-c2cnccn2)no1)C1CC(C)(C)NC(C)(C)C1 | -3% | 2% | 3% | 2% | 6%[10 µM] | -1% | 3% | 12%

For convenience, part of the list above:
entry | compound | TexasRed fluor | L3MBTL1 inh | RECQ1 inh | TRb SRC2 PPI | HTT cytoprotect | Tau ThT inhib | Tau fluor cs | Tau FP inhib
1 | O=C(NCc1ccco1)C(c1cccs1)N(C(=O)Cc1cccs1)c1ccccc1 (centres undefined) | -2% | -9% | -9% | 1% | -8%[10 µM] | -14% | -6% | 0%
2 | CN(C)C(=S)Nc1cccc(F)c1 | 2% | 3% | 10% | 1% | -9%[10 µM] | 2% | -3% | 4%
3 | CCOC(=O)c1oc2c(CN3CCN(C)CC3)c(O)ccc2c(=O)c1-c1ccc(Br)cc1 | u | -11% | -13% | 0% | -32%[10 µM] | 2% | -5% | -8%
4 | CCCCc1nn2c(=O)cc(COC(=O)c3ccccc3NC(=O)c3cccc(C)c3)nc2s1 | -1% | x | x | -3% | x | -6% | -1% | 13%
5 | CCC(=O)N1c2ccccc2CC1C(=O)NCCCN1CCN(c2cccc(Cl)c2)CC1 (centres undefined) | 1% | x | x | -2% | x | -2% | -6% | 5%

Next part
entry | compound | TexasRed fluor | L3MBTL1 inh | RECQ1 inh | TRb SRC2 PPI | HTT cytoprotect | Tau ThT inhib | Tau fluor cs | Tau FP inhib
21 | O=C(COC(=O)c1ccccc1OCc1ccc(Cl)cc1)NC1CC1 | 2% | 5% | -16% | -20% | -2% | 0% | -4% | -5%
22 | COC(=O)c1ccccc1NC(=O)CCC(=O)N1CC(C)Sc2ccccc21 (centres undefined) | -1% | x | x | 7% | x | -4% | -15% | 2%
23 | Cc1ccc(CNC(=O)CCCCCn2c(=O)c3sccc3n(CC(=O)N(C)c3ccccc3)c2=O)cc1 | -6% | x | x | 9% | x | -6% | -10% | 1%
24 | COc1ccc(-c2nc3sc(CCNC(=O)C(=O)Nc4ccc(C)cc4C)c(C)n3n2)cc1 | 0% | x | x | -2% | x | -11% | -2% | -13%
25 | C/C=C\C1=C(CO)[C@H](O)[C@H]2O[C@H]2[C@H]1O | -1%[11.2 µM] | x | i[11.5 µM] | -7%[11.2 µM] | -9%[10 µM] | -6%[11.5 µM] | -9%[11.6 µM] | -11%[11.6 µM]
26 | O=C(Nc1ccccc1Cl)N1CCN(Cc2ccc3c(c2)OCO3)CC1 | 2% | x | -20% | 6% | -27% | -2% | -1% | 3%
27 | Nn1c(SCC(=O)NC2CCCC2)nnc1-c1ccccc1F | 1% | -4% | -3% | 9% | 7% | -4% | -7% | -1%
28 | CC1=C(C(=O)OCc2ccc(C)cc2)C(c2c(Cl)cccc2Cl)CC(=O)N1 (centres undefined) | -1% | x | x | -4% | x | -2% | -1% | -5%
29 | NC(=O)Cn1cnc(-c2ccccc2)c1 | -7% | 1% | i | 0% | -3%[10 µM] | -4% | 0% | -3%
30 | COc1ccc(CCN2C(=O)CN(C3CCC(C)CC3)C(=O)C2c2ccc(OC(C)C)c(OC)c2)cc1OC (centres undefined) | 1% | x | x | 2% | x | -12% | 2% | 3%
31 | COCCCNc1nc2c([nH]1)c(=O)[nH]c(=O)n2C | -1% | -4% | -12% | 10% | -5% | -10% | -8% | -11%
32 | COC(=O)c1ccc(C)c(NC(=O)CCc2ccc(OC)c(OC)c2)c1 | -1% | 0% | -5% | 2% | x | -6% | -6% | 2%
33 | Cc1ccc([N+](=O)[O-])cc1NC(=O)CCSc1ccc(Cl)cc1 | -4% | 10% | -1% | 8% | -15%[10 µM] | -7% | -9% | -4%
34 | Cc1c(C)[n+](=O)c2c(n1[O-])C(Br)CCC2Br (centres undefined) | -2% | -4% | 0% | -7% | 0%[10 µM] | u | -12% | -11%
35 | Cc1cccc(C2=NN(c3ccccc3)[C@@H](C(=O)N3CCOC3=O)[C@@H]2C)c1 | -3% | 18% | i | 10% | -11% | -17%[81.4 µM] | u | 10%[81.3 µM]
36 | Cc1c(C(=O)Nc2ccc(C(C)C)cc2)sc2nc3n(c(=O)c12)CCC3 | u | x | x | -5% | x | -8% | -12% | -9%
37 | FC(F)(F)c1ccccc1CN1CCN(C2CCCCCC2)CC1 | 1% | -11% | -14% | 2% | 12%[0.074 µM] | -6% | 3% | -8%
38 | O=C(O)c1cccc(NC(=S)N/N=C/c2cccc(O)c2)c1 | -5% | 16% | 0% | -4% | -9%[10 µM] | u | -1% | 5%
39 | Cc1ccc(OC(=O)CSc2nnc(-c3cccs3)o2)c(C)c1 | -2% | x | x | 12% | x | -14% | -7% | 0%
40 | COc1ccccc1NC(=O)CC(=O)CSc1nnc(-c2ccc(C)cc2)n1-c1ccccc1 | 3% | -18% | -1% | 5% | 30%[10 µM] | -12% | -6% | 2%

Carrying on:
entry | compound | TexasRed fluor | L3MBTL1 inh | RECQ1 inh | TRb SRC2 PPI | HTT cytoprotect | Tau ThT inhib | Tau fluor cs | Tau FP inhib
41 | CCOC(=O)N1CCc2c(sc3c2c(=O)n(-c2ccc(Cl)cc2)c(=O)n3CC(=O)Nc2ccccc2)C1 | -2% | x | x | 5% | x | -2% | -27% | -7%
42 | Cc1ccc2[nH]c(=O)c(CN(CCCN(C)C)C(=S)NCCc3ccccc3)cc2c1 | 0% | -22% | -7% | -11% | -14%[10 µM] | -1% | -12% | 0%
43 | O=C1CC(c2ccco2)CC(O)=C1C=NCCN1CCN(C(=O)Nc2ccc(Cl)cc2)CC1 (centres undefined) | 0%[53 µM] | 5% | 1% | -7%[53 µM] | -28%[10 µM] | -3% | 0% | -4%
44 | CN(Cc1nc(-c2cccc(Cl)c2)no1)C1CCOCC1 | -2% | 6% | i | 1% | -13%[10 µM] | -10% | -7% | 5%
45 | Clc1nc(CN2CCCCC2)nc2sc3c(c12)CCCC3 | -2% | x | i | 3% | u | -14% | -6% | -5%
46 | CCC(=O)OCn1nnc2ccccc2c1=O | -2% | x | 1% | -2% | 11% | 6% | 2% | -2%

Screens: PubChem, National Center for Advancing Translational Sciences (NCATS)

An excerpt; the hit share may differ from the screen's.
